Source: PubChem (Sanford-Burnham Center for Chemical Genomics)
EBI2 block: antagonists of human EBI2 receptor; P32249; EBI2 beta-arrestin recruitment, luminescence, 7a,25-OHC stimulated; inhibition, % at 5 µM; hit rate 0.81% among 360,000; AID 651636; in the data active = inhibition above about 38%;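 note: enzyme fragment complementation signal reports receptor beta-arrestin coupling in cells; 0% = agonist plus DMSO wells and 100% = wells without agonist; some results beyond the cut were filed as inactive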
Target sequence (P32249 whole entry, looked up, the tested form may be a part): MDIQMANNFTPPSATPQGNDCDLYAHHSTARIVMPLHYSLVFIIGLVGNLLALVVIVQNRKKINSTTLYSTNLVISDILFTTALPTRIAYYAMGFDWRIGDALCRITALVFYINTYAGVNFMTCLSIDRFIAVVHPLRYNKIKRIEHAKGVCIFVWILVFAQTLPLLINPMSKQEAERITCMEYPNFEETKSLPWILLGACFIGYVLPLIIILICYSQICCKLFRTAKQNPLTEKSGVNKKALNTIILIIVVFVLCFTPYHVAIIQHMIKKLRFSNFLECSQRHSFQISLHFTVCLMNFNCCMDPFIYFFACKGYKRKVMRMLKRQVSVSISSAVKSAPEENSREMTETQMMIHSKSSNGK
CXCR6 block: inhibitors of human CXCR6 receptor; O00574; inhibition, % at 20 µM; AID 602244; hit rate 0.36% among 360,000; CHO-K1 PathHunter CXCR6 beta-arrestin, luminescence; in the data active = inhibition above about 34%, passing the limit was not always enough;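 note: antagonist mode with CXCL16 agonist at 10 nM final; 0% = 10 nM CXCL16 with DMSO and 100% = unstimulated wells without agonist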
Target sequence (O00574 whole entry, looked up): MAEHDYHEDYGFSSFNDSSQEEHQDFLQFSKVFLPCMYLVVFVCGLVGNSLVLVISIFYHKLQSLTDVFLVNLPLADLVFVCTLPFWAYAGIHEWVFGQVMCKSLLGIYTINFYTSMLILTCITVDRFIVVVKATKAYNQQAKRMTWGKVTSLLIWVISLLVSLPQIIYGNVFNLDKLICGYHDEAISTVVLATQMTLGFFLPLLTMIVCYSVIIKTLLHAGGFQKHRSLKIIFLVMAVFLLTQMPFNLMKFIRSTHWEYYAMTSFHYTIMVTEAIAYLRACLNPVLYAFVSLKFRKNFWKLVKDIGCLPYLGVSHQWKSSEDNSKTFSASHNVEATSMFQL
MPTP inh: inhibitors of mitochondrial permeability transition pore; isolated mouse mitochondria, Ca2+ swelling absorbance, 30 min; inhibition, % at 10 µM; hit rate 1.4% among 360,000; AID 602449;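 active = inhibition of 50% or more, scaled per plate between neutral and stimulator controls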;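 note: 0% = DMSO wells given calcium and 100% = 1 mM EGTA wells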
APOBEC3G inh: blocks human APOBEC3G single-stranded DNA deamination | Q9HC16 | recombinant A3G, ssDNA deamination FAM/TAMRA fluorescence | inhibition, % at 20 µM | hit rate 0.28% among 330,000 | AID 493012;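 active = inhibition of at least 40% at 20 µM, with no more than 30% in the related APOBEC3A deaminase screen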;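 note: plate controls were DMSO wells with A3G for no effect and wells lacking A3G enzyme for full effect; some compounds called inactive have numbers as strong as hits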
Gli-Sufu antag: Gli-Sufu pathway antagonism | Sufu-KO-LIGHT fibroblasts, Gli luciferase reporter luminescence | inhibition, % at 5 µM | hit rate 0.74% among 340,000 | AID 588413;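 active = inhibition above about 55%, limit read from the data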;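 note: 0% = DMSO-treated cells and 100% = wells with medium but no cells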
CCR6 antagonist: blocks CCL20-driven beta-arrestin recruitment at human CCR6; CHO-K1 CCR6 PathHunter beta-arrestin, luminescence, CCL20-stimulated; P51684; inhibition, % at 20 µM; AID 493098; hit rate 0.49% among 340,000;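 active = compounds whose inhibition of the agonist-driven luminescence signal at 20 µM reaches about 50%, limit read from the data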;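 note: cells stimulated with CCL20 at 14 nM final; plate controls were DMSO with CCL20 for no effect and DMSO without agonist for full effect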
A3A deaminase: blocks human APOBEC3A ssDNA deamination; P31941; hit rate 0.41% among 330,000; recombinant A3A, FAM/TAMRA ssDNA deamination fluorescence; inhibition, % at 20 µM;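 active = at least 40% inhibition at 20 µM here, with at most 30% in a related deaminase screen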;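 note: plate controls were A3A with DMSO for no effect and wells lacking A3A enzyme for full effect; some results filed as inactive read as strong as hits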
Target sequence (P31941 whole entry, looked up): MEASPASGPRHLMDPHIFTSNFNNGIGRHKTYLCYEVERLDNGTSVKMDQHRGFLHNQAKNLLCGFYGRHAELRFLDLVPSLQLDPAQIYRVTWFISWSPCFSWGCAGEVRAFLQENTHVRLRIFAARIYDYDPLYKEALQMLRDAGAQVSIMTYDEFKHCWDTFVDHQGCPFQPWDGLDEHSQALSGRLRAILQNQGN
NR3A LBD binder: modulates the human NR3A ligand-binding domain. hit rate 2.5% among 340,000. Tm shift relative to glycine control, % at 25 µM. NR3A LBD differential scanning fluorimetry, Tm shift; 0% = protein alone, 100% = glycine-bound protein;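 active = melting temperature shift of at least 10% of the positive control shift, at one fixed dose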
* = called active by the depositor; · = not tested or not shown.

entry	mol	MPTP inh	CCR6 antagonist	EBI2 block	Gli-Sufu antag	CXCR6 block	NR3A LBD binder	A3A deaminase	APOBEC3G inh
1	COc1ccc(OC)c(C(=O)NC(CC(N)=O)c2ccc(N3CCN(c4ccccc4)CC3)c([N+](=O)[O-])c2)c1 (centres undefined)	-0.1	16.4	-5.8	-27.5	7.6	-4.2	0.6	-13.8
2	Cc1ccc2nc(C)cc(OCC(=O)O)c2c1	0.6	2.4	-0.4	1.0	-4.0	0.2	-0.8	-0.1
3	CCCCNC(=O)C1CCN(Cc2ccc(OCc3ccccc3)c(OC)c2)CC1	1.2	12.7	-2.8	26.0	9.3	0.2	-4.0	-4.2
4	CCCn1c(-c2ccc(C(=O)OC)cc2)nc2c1c(=O)[nH]c(=O)n2Cc1ccccc1	1.0	4.2	7.2	18.9	3.6	1.6	0.1	-6.8
5	C[C@H](CO)N1C[C@H](C)[C@@H](CN(C)Cc2ccncc2)Oc2c(NC(=O)C3CCCCC3)cccc2C1=O	0.5	6.4	0.4	4.5	-2.1	0.1	-0.9	-5.3
6	CCN1CCN(S(=O)(=O)c2ccc3[nH]c(=O)oc3c2)CC1	0.3	1.9	-0.7	4.7	2.0	1.5	-3.1	-0.7
7	Cc1cc(NC(=O)CSc2ncnc3sc(C)c(C)c23)no1	4.6	-3.2	1.5	6.5	2.2	0.1	-0.9	-1.3
8	COc1ccc(N2CCN(C(=O)c3ccccc3N(C)S(=O)(=O)c3ccccc3)CC2)cc1	0.1	10.9	6.6	0.0	2.2	2.3	-1.3	0.1
9	CSc1ccccc1OCc1cc(C(=O)N(C)Cc2ccc3nsnc3c2)no1	0.9	17.3	-10.4	-109.2	-0.1	2.9	2.1	-2.2
10	CCCCOc1cccc(NC(=O)CSc2nncn2C)c1	0.4	5.6	-3.2	-9.1	11.0	3.3	-3.8	-13.1

The list goes on.
entry	mol	MPTP inh	CCR6 antagonist	EBI2 block	Gli-Sufu antag	CXCR6 block	NR3A LBD binder	A3A deaminase	APOBEC3G inh
11	CC(C)NC(=O)Cn1nnc(-c2cccc(NC(=O)c3ccccc3F)c2)n1	-0.3	13.3	-4.4	-16.4	-3.2	1.4	-0.9	-0.9
12	C=CCNc1nc(C(=O)OC(C)C(=O)c2ccc(C)cc2)cs1 (centres undefined)	0.1	11.5	0.0	-5.0	2.6	-0.2	-2.1	-3.4
13	C=CC[C@@H](CC(=O)N[C@H](CO)Cc1ccccc1)C(=O)N[C@H](C)COC(=O)[C@@H](CC=C)CC(=O)OC(C)(C)C	0.9	-6.3	7.9	-18.2	-0.1	-3.2	-1.6	-6.4
14	CCc1ccc(NC(=O)c2cnn(-c3ccccc3)c2C)cc1	1.4	0.9	15.9	-135.5	7.1	-2.9	-1.3	-7.9
15	COc1ccccc1NC(=O)c1cc(=O)[nH]c2ccccc12	-0.2	-5.4	-7.9	27.2	-20.8	2.9	-3.7	-1.8
16	CN(C)C(=O)C[n+]1ccc(/C=N/O)cc1	-0.1	1.7	-10.4	39.1	3.0	0.2	-1.3	-3.8
17	Cc1ccc(NC(=O)COc2ccc(Br)cc2C)cc1	5.2	2.6	-8.2	27.2	-6.0	0.9	1.5	4.1
18	Cc1cc(=O)n(C)c(=O)n1CCCCOc1ccc([N+](=O)[O-])cc1	-0.4	13.9	15.7	4.7	-1.3	-0.7	-2.5	-7.7
19	CCn1c(=O)c(C(=O)Nc2ccccc2)c(O)c2ccccc21	3.8	2.1	-12.2	-16.3	2.2	0.2	-5.7	-3.0
20	Cc1c(CC(=O)NC(C)C)c(=O)oc2cc3c(cc12)CCC(C)(C)O3	-1.3	2.1	-3.3	-40.3	-3.1	-1.8	-2.7	-7.8

(listing goes on)
entry	mol	MPTP inh	CCR6 antagonist	EBI2 block	Gli-Sufu antag	CXCR6 block	NR3A LBD binder	A3A deaminase	APOBEC3G inh
21	COC(=O)C1OC2(OC1C(=O)OC)c1ccccc1-c1ccccc12 (centres undefined)	-0.8	6.3	-2.0	0.9	-1.4	1.5	-3.3	-5.8
22	COc1cc(/C=C/C(=O)O)cc(Br)c1O	-0.1	7.3	-4.7	-10.5	3.0	-0.4	-0.2	-5.1
23	Cc1cccc(C)c1NC(=O)c1ccc(OCc2c(C)noc2C)cc1	-2.9	-4.5	19.9	5.3	-0.2	-2.5	-3.0	-7.6
24	CN(C#N)c1nc(Cl)nc(Nc2cccc(Cl)c2)n1	0.1	-6.4	-7.1	2.3	-14.1	-25.5	-7.0	-1.0
25	CCOc1ccc(Nc2nc(N)c([N+](=O)[O-])c(N3CCN(C)CC3)n2)cc1	-1.8	16.0	3.0	6.9	-8.8	0.5	15.7	-8.2
26	CS(=O)(=O)N1CCC(Oc2ccccc2C(=O)N2CCC[C@H]2CO)CC1	-0.1	-6.3	5.9	-2.0	-10.7	-0.8	2.1	-4.0
27	CC(=O)c1ccc(Nc2ccc([N+](=O)[O-])c3nonc23)cc1	8.4	40.1	7.5	-13.1	31.6	-1.3	-7.1	-7.1
28	CN(C(=O)COC(=O)c1nc(Cl)ccc1Cl)C1CCS(=O)(=O)C1 (centres undefined)	1.0	-4.1	-4.3	-3.7	-3.0	0.4	-2.4	-6.2
29	CCOC(=O)c1ccc(Cn2cnc3ccccc3c2=O)cc1	-1.1	-0.5	1.5	6.2	3.2	1.1	-0.2	-0.2
30	COc1ccc(OC)c(-n2nnnc2SCC(=O)N2CCN(C(=O)c3ccco3)CC2)c1	-1.5	-17.5	4.6	5.1	2.4	-3.2	0.2	-6.8

Next part:
entry	mol	MPTP inh	CCR6 antagonist	EBI2 block	Gli-Sufu antag	CXCR6 block	NR3A LBD binder	A3A deaminase	APOBEC3G inh
31	C=CCNC(=O)c1cc(=O)c2ccccc2o1	-2.0	-17.4	-4.3	-5.7	1.6	-0.1	0.0	0.1
32	N#Cc1cccc(NC(=O)CN2NS(=O)(=O)c3ccccc3C2=O)c1	-1.4	-23.9	-3.8	1.6	1.5	2.4	-4.5	-10.8
33	Cc1ccc(C2CC(c3cccs3)=NN2C(=O)c2ccc(Br)o2)cc1 (centres undefined)	-1.1	0.9	3.0	-3.7	3.5	0.5	-4.1	-7.2
34	Cc1ccc(S(=O)(=O)N2[C@@H](c3cccc(C)c3)C(C(=O)O)=C[C@H]2C(C)(C)C)cc1	1.4	-13.5	-6.9	-0.7	5.3	2.2	-3.1	-5.9
35	COc1ccc(-c2csc(NC(=O)C3CC(=O)N(Cc4ccco4)C3)n2)cc1 (centres undefined)	-0.9	1.8	-4.2	3.7	-5.3	0.7	-3.5	-7.9
36	COc1cccc(Nc2cc(C)nc3ccccc23)c1	15.7	-1.8	5.6	41.2	-1.3	-0.3	1.2	-5.7
37	O=C(c1ccccc1)c1cccn1CC(=O)N1CCc2ccccc2C1	-0.4	50.8*	12.4	3.8	47.6*	1.2	1.2	11.7
38	CC(NC(=O)CNC(=O)Cc1cccc2ccccc12)c1ccc(S(N)(=O)=O)cc1 (centres undefined)	0.8	3.6	-10.4	5.2	-0.7	0.3	0.8	3.6
39	O=C(/C=C/c1ccco1)c1cccnc1	-0.2	-2.0	5.8	-2.8	3.1	3.4	33.0	6.8
40	CCOC(=O)C1CCN(C(=O)CCC(=O)NNc2nc3ccccc3c3nc(C)nn23)CC1	-1.7	8.7	-8.9	0.9	-2.5	0.3	-5.5	-6.0

Further records:
entry	mol	MPTP inh	CCR6 antagonist	EBI2 block	Gli-Sufu antag	CXCR6 block	NR3A LBD binder	A3A deaminase	APOBEC3G inh
41	COc1ccccc1C(CNC(=O)C(CCSC)NS(=O)(=O)c1ccccc1F)N1CCCC1 (centres undefined)	-1.1	4.9	-2.8	5.8	1.0	-0.4	-5.0	-7.2
42	O=C(O)C1=C[C@H](c2ccc(Br)cc2)C[C@H](OCc2ccc(CO)cc2)O1	-3.1	-15.4	-10.8	-7.3	-13.8	-1.2	1.2	16.7
43	CCOC(=O)c1ccc(S(=O)(=O)N2CCN(C3CC(=O)N(c4ccc(OC)cc4)C3=O)CC2)cc1 (centres undefined)	-0.9	-1.4	-4.4	-7.0	-0.5	-1.1	·	·
44	O=C(CCCCCN1C(=O)[C@@H]2Cc3ccccc3CN2C1=O)Nc1cccc(F)c1	-0.2	2.2	2.6	-16.6	-1.7	0.7	-7.2	-8.5
45	COc1ccc(S(=O)(=O)N2CCCCCC2)cc1C(=O)N1CCN(c2ccccc2C)CC1	-0.9	9.9	3.3	12.4	10.6	-0.4	-0.6	-5.2
46	COc1cccc(CN2CCC(Oc3ccc(C(=O)NCc4ccccn4)cc3)CC2)c1O	-0.6	-1.3	7.5	16.5	6.2	2.0	0.0	0.7
47	O=C(C[C@H]1C/C=C\C[C@@H](Cc2ccc(F)cc2)C(=O)O[C@H](c2ccccc2)CNC1=O)NCCO	1.4	-0.3	-2.2	3.4	-6.5	-0.6	-0.3	-7.1
48	COc1ccc(S(=O)(=O)Cc2ccccc2)cc1N	3.3	4.6	2.1	-30.2	1.0	-3.6	-0.9	-6.2
49	O=C(CSc1nc2ccccc2s1)NCc1ccc2c(c1)OCO2	-6.4	-4.0	-0.5	-9.7	1.5	0.8	5.3	-2.8
50	COc1ccc([N+](=O)[O-])cc1NC(=O)CCSCCc1ccccn1	2.0	11.1	2.7	-1.0	-3.1	-1.1	0.5	-4.8
51	Cc1ccc(SCC(=O)NNC(=O)c2ccc(S(C)(=O)=O)cc2)cc1	0.9	-6.0	-2.7	-16.9	-1.0	0.6	-1.5	-6.5
52	COc1ccc(S(=O)(=O)NCc2cccnc2)cc1C(=O)NC1CCCCC1	-1.0	15.8	6.3	1.1	-1.5	0.8	1.0	-4.8
53	COc1ccccc1[C@@H]1C(c2ccc(F)cc2)=NN(c2ccccc2)[C@H]1C(=O)N1CCOC1=O	1.9	8.0	3.5	10.5	-5.4	-0.6	1.3	-4.7

Structural class: the entries above containing a halogen (eleven)
entry	mol	MPTP inh	CCR6 antagonist	EBI2 block	Gli-Sufu antag	CXCR6 block	NR3A LBD binder	A3A deaminase	APOBEC3G inh
11	CC(C)NC(=O)Cn1nnc(-c2cccc(NC(=O)c3ccccc3F)c2)n1	-0.3	13.3	-4.4	-16.4	-3.2	1.4	-0.9	-0.9
17	Cc1ccc(NC(=O)COc2ccc(Br)cc2C)cc1	5.2	2.6	-8.2	27.2	-6.0	0.9	1.5	4.1
22	COc1cc(/C=C/C(=O)O)cc(Br)c1O	-0.1	7.3	-4.7	-10.5	3.0	-0.4	-0.2	-5.1
24	CN(C#N)c1nc(Cl)nc(Nc2cccc(Cl)c2)n1	0.1	-6.4	-7.1	2.3	-14.1	-25.5	-7.0	-1.0
28	CN(C(=O)COC(=O)c1nc(Cl)ccc1Cl)C1CCS(=O)(=O)C1 (centres undefined)	1.0	-4.1	-4.3	-3.7	-3.0	0.4	-2.4	-6.2
33	Cc1ccc(C2CC(c3cccs3)=NN2C(=O)c2ccc(Br)o2)cc1 (centres undefined)	-1.1	0.9	3.0	-3.7	3.5	0.5	-4.1	-7.2
41	COc1ccccc1C(CNC(=O)C(CCSC)NS(=O)(=O)c1ccccc1F)N1CCCC1 (centres undefined)	-1.1	4.9	-2.8	5.8	1.0	-0.4	-5.0	-7.2
42	O=C(O)C1=C[C@H](c2ccc(Br)cc2)C[C@H](OCc2ccc(CO)cc2)O1	-3.1	-15.4	-10.8	-7.3	-13.8	-1.2	1.2	16.7
44	O=C(CCCCCN1C(=O)[C@@H]2Cc3ccccc3CN2C1=O)Nc1cccc(F)c1	-0.2	2.2	2.6	-16.6	-1.7	0.7	-7.2	-8.5
47	O=C(C[C@H]1C/C=C\C[C@@H](Cc2ccc(F)cc2)C(=O)O[C@H](c2ccccc2)CNC1=O)NCCO	1.4	-0.3	-2.2	3.4	-6.5	-0.6	-0.3	-7.1
53	COc1ccccc1[C@@H]1C(c2ccc(F)cc2)=NN(c2ccccc2)[C@H]1C(=O)N1CCOC1=O	1.9	8.0	3.5	10.5	-5.4	-0.6	1.3	-4.7
